All columns: NCI-60 one-dose screen, growth in % after 48 h at 10 µM unless noted; 100 = growth as untreated, 0 = no growth, -100 = all killed.
MOLT-4 = MOLT-4 leukemia cells | AID 1794779 | hit rate 6.9% among 80,000
SR = SR leukemia cells. hit rate 8.7% among 73,000. AID 1794780
CCRF-CEM = CCRF-CEM leukemia. AID 1794778. hit rate 7% among 77,000
HOP-62 = HOP-62 NSCLC; hit rate 3.9% among 80,000
K-562 = K-562 leukemia. hit rate 7.4% among 78,000. AID 1794777
MDA-MB-435 = MDA-MB-435 melanoma. hit rate 7.8% among 82,000. AID 1794794
MDA-MB-468 = MDA-MB-468 breast cancer; hit rate 8.5% among 78,000; AID 2202374
RPMI-8226 = RPMI-8226 leukemia cells. hit rate 7.5% among 77,000. AID 1794781
An asterisk follows results filed as active; . = no result given; & = joins results of further samples. Rule for the calls: active = growth percent below 10; inactive = the rest.

SMILES | MOLT-4 | SR | CCRF-CEM | HOP-62 | K-562 | MDA-MB-435 | MDA-MB-468 | RPMI-8226
N#C/C(C(=O)Nc1ccc(S(N)(=O)=O)cc1)=C1\C(=O)Nc2ccccc21 | 110 | 102 | 122 | 105 | 105 | 105 | 108 | 110
Cc1ccc2c(n1)C(=O)C(Cl)=C(Nc1cccc(C(F)(F)F)c1)C2=O | 6.5* | 9.0* | 4.3* | 141 | 3.1* | 71 | -65* | -18*
Cc1ccccc1-c1ccc2c3c(cccc13)C(=O)N(N1C(=O)c3cccc4cccc(c34)C1=O)C2=O | 118 | 96 | 108 | 101 | 106 | 106 | 106 | 107
CC(CCN1C(=O)c2ccccc2C1=O)C(Br)C(=O)O (centres undefined) | 96 | 78 | 86 | 110 | 92 | 101 | 98 | 104
Cc1cc(C)n(C(=O)CC#N)n1 | 91 | 85 | . | 109 | 97 | 104 | 113 | 100
CCCCCCCCCCCCCCCCCCC(CO)CO | 98 | 86 | 101 | 93 | 95 | 106 | 100 | 109
CCCN1CCN(c2ccc3nc(-c4ccc5nc(-c6ccc(C(F)(F)F)cc6)[nH]c5c4)[nH]c3c2)CC1 | -39* | -35* | -21* | -63* | -51* | -89* | -64* | -30*
COc1ccc(CC2OC(C)CC(C)(C)O2)cc1 (centres undefined) | 102 | 105 | 150 | 97 | 110 | 108 | 114 | 143
CCCOC(=S)Nc1ccc(S(=O)(=O)Nc2ccc(Cl)nn2)cc1 | 113 | 107 | 121 | 103 | 109 | 104 | . | 117
CN1C(=O)CCC1C(=O)NCc1cccc(C(F)(F)F)c1Cl (centres undefined) | 84 | 86 | 100 | 97 | . | 107 | 106 | 98
O=C(Nc1ccccn1)c1ccc(-n2c(=O)[nH]c3ccccc3c2=O)cc1 | . | . | 16 | 33 | . | 105 | 82 | 132
CC(=O)c1c(O)c2ccc(Cl)cc2[nH]c1=O | 94 | 123 | . | 91 | 108 | 106 | 103 | 103

Profiles, quoted from the list. Order of screens: MOLT-4	SR	CCRF-CEM	HOP-62	K-562	MDA-MB-435	MDA-MB-468	RPMI-8226
Profile of CN1C(=O)CCC1C(=O)NCc1cccc(C(F)(F)F)c1Cl (centres undefined) = 84	86	100	97	.	107	106	98
Profile of CCCCCCCCCCCCCCCCCCC(CO)CO = 98	86	101	93	95	106	100	109
Profile of CC(CCN1C(=O)c2ccccc2C1=O)C(Br)C(=O)O (centres undefined) = 96	78	86	110	92	101	98	104
Profile of N#C/C(C(=O)Nc1ccc(S(N)(=O)=O)cc1)=C1\C(=O)Nc2ccccc21 = 110	102	122	105	105	105	108	110

(next part)
SMILES | MOLT-4 | SR | CCRF-CEM | HOP-62 | K-562 | MDA-MB-435 | MDA-MB-468 | RPMI-8226
N#CC1(C#N)C(c2coc3ccc(F)cc3c2=O)OC23CCCCC2C1(C#N)C(=N)O3 (centres undefined) | 79 | 97 | 97 | 103 | . | 95 | 85 | 83
C#CCN(C)Cc1ccccc1 | 101&106 | 101&108 | 131&95 | 90&93 | 94&96 | 98&107 | 122&96 | 107&98
Cc1cc(C)c(NS(=O)(=O)c2ccccc2)c(C)n1 | 99 | 94 | 96 | 99 | 123 | 105 | 118 | 106
CC1(C)CC(=O)c2cc3c(N)c(C(=O)Nc4ccc(F)cc4)sc3nc2C1 | 122 | 111 | 108 | 114 | 107 | 103 | 113 | 103
Cc1ccc(C2OCC3(C)C(CCC4(C)C5CC(C6=CCOC6=O)OC5(C)CCC34)O2)cc1 (centres undefined) | 94 | 92 | 83 | 97 | 67 | 99 | 62 | 57
COc1cc(CNC(=O)CCCC/C=C/C(C)C)ccc1OCc1nnc(Nc2cccc(Br)c2)o1 | 84 | 68 | 82 | . | 65 | 101 | 48 | 70
Cc1nc2sc(C(=O)Nc3ccccn3)c(N)c2cc1C(C)O (centres undefined) | 64 | 15 | 50 | 64 | 31 | -32* | 38 | 95
CCCCCCn1c(-c2ccc(C(=O)O/N=C(\N)c3ccc4ccccc4c3)cc2)nc(-c2ccccc2)c1-c1ccccc1 | 41 | -38* | 18 | 82 | -8.8* | . | 79 | .
CCN(CC)c1ccc(NC(=S)NN)cc1 | 101 | 103 | 109 | 110 | 95 | 109 | 93 | 91
O=c1oc2c(cc1-c1ccccc1)c[n+]([O-])c1ccccc21 | 102 | 103 | 101 | 99 | 93 | 101 | 104 | 98
CC12CCC3(CC1CCC1OC12)OCCO3 (centres undefined) | 102 | 104 | 93 | 110 | 116 | 110 | 103 | 102
CCC(C)(C)c1ccc(O)c(CNCCO)c1 | 94 | 83 | 110 | 110 | 98 | 96 | 84 | 104
O=S(=O)(NCCNc1cc(-c2c(-c3cccc(O)c3)nc3sccn23)ccn1)c1ccc(Cl)cc1 | 34 | . | 40 | 103 | 43 | 25 | 52 | 41
O=C(O)COc1ccc(F)c(Cl)c1 | 105 | 100 | 108 | 109 | 109 | 106 | 96 | 106
NC(=O)c1ncc(-c2ccc(C(F)(F)F)cc2)c(NC2CCCCCC2)n1 | 91 | 95 | 90 | 114 | 93 | 95 | 92 | 69
CCNc1nn2ccccc2c1/C=C(/C#N)C(=O)OCC | 105 | 98 | 108 | 85 | 105 | 99 | 84 | 97
Cn1cc(-c2csc(-c3ccc(F)cc3)n2)c2ccccc21 | 97 | 104 | 97 | 107 | 102 | 100 | 116 | 111
CCC(CC)n1c(=O)c(SC2=NC3C(NN2)N(CC)C(=O)N3CC)c(C(=O)O)c2ccccc21 (centres undefined) | 16 | 14 | 17 | 34 | 11 | 0.0* | 23 | 14
CCCCCCCN(c1ccc(C(=O)OCC)cc1)S(=O)(=O)c1ccc(C)cc1 | 79 | 92 | 88 | 100 | 81 | 94 | . | 78
COc1cc2oc(-c3cccc(NC(=O)c4cccc(N)c4)c3)cc(=O)c2c(OC)c1OC | 63 | 46 | 49 | 82 | 53 | 85 | 91 | 40
CC(=O)Nc1nc(Cl)c([N+](=O)[O-])c(SCc2ccccc2)n1 | 87 | . | 100 | 108 | 102 | 107 | 107 | 103
CCNc1nncs1 | 102 | 99 | 104 | 94 | 100 | 97 | 104 | 110
CCN(CCO)C(C(=O)c1ccc(Cl)cc1)c1ccccc1 (centres undefined) | . | . | . | 100 | . | 104 | 108 | 102
COc1ccc(C(=O)/C=C/c2ccc(C)cc2)cc1OC | 52 | . | 23 | 79 | 21 | 97 | 48 | 19
O=C(CSc1ccc(-c2ccc(Br)cc2)nn1)Nc1ccccc1 | 109 | 86 | 96 | 110 | 99 | 107 | 99 | 98
O=C1OC2Oc3ccccc3C(O)=C2C=C1c1ccc(F)cc1 (centres undefined) | 101 | 122 | 99 | 93 | 106 | 103 | . | 89
CC(=O)O[C@H]1C[C@@]2(C)[C@@H](C/C(=N\O)[C@H]3[C@@]4(C)CC/C(=N\O)[C@@H](C)[C@@H]4CC[C@@]32C)/C1=C(\CCC=C(C)C)C(=O)O | 99 | 108 | 113 | 103 | 97 | 100 | 96 | 106
CC(=O)OCC1(C)OC(=O)N(Cc2ccc(F)cc2)C1=O (centres undefined) | 91 | 89 | 105 | 110 | 86 | 110 | 96 | 107
COc1cc(OC)c2c(c1)O[C@@]1(OCCCc3ccccc3)[C@H](c3ccccc3)C[C@@H](O)[C@@]21O | 72 | 102 | 109 | 101 | 81 | 101 | 97 | 100
N#C/C(=C\c1ccc(-c2ccc(Cl)cc2)o1)c1ccccc1 | 101 | 95 | 95 | 55 | 106 | 95 | 67 | 90
COc1ccc(C(C#N)NCCCCCCNC(C#N)c2ccc(OC)cc2)cc1 (centres undefined) | 108 | 111 | 98 | 99 | 96 | 103 | 107 | 99
CCCCCCCCn1cc(C2=C(c3coc4ccc(OC)cc34)C(=O)N(O)C2=O)c2ccccc21 | 112 | 103 | 99 | 112 | 104 | 103 | 98 | 106
N#Cc1ccc([N+](=O)[O-])cc1OCCCN1CCCCC1 | 107 | 115 | 116 | 108 | 125 | 104 | 92 | 109
CCOC(=O)C1=C(C)NC(C)=C(C(=O)OCC)C1c1ccncc1 | 110 | 139 | 94 | 92 | 118 | 100 | 107 | 93
N#Cc1cc2c(nc1-n1cccc1)CCCC2 | . | . | 91 | 91 | 94 | 117 | . | .
CCOC(=O)C1CC(CN2C(=O)c3ccccc3C2=O)OC1=O (centres undefined) | 114 | 106 | . | 100 | 119 | 108 | 119 | 117
COc1ccc(NC(=O)Nc2cnn(-c3ccc(S(N)(=O)=O)cc3)c2-c2ccccc2)cc1 | 94 | 91 | 93 | 101 | 84 | 103 | 108 | 102
COc1ccc(-c2csc(N/N=C/c3cccs3)n2)cc1 | 71 | 53 | 88 | 93 | 58 | 90 | 56 | 61
Cc1nc2ccccc2c(/C=C/c2ccc(C(F)(F)F)cc2)c1C(=O)c1ccccc1 | 64 | 58 | 76 | 83 | 43 | 81 | 67 | 51
O=C1CCCCN1CCCCC#Cc1cccc(C#Cc2cnccn2)c1 | 96 | 94 | 101 | 90 | 89 | 102 | . | 79
C(=C\c1nnc(-c2[nH]nc3c2CCc2ccccc2-3)o1)/c1ccc2c(c1)OCO2 | 88 | 99 | 100 | 100 | 100 | 99 | . | 97
COc1ccc(-c2cc(-c3nnc(SCC(=O)Nc4ccc(/C(C)=N\O)cc4)n3-c3ccccc3)c3ccccc3n2)cc1 | 54 | 59 | 73 | 84 | 68 | 86 | 87 | 69
COc1cc2c(cc1OC)C(=O)OC(=O)C2 | 96 | 107 | 108 | 107 | 107 | 99 | 95 | 112
COc1ccc(-c2cs/c(=N\N=C\c3cccc(C)c3)n2C)cc1 | 86 | 50 | 84 | 96 | 70 | 96 | 65 | 64
COc1cc(/C=N/NC(=O)c2ccc(S(C)(=O)=O)cc2)ccc1O | 69 | 82 | 102 | 88 | 73 | 110 | 113 | 105
COC(=O)C1CCN(c2ncnc3cc(OC)c(OC)cc23)CC1 | 94 | 91 | 106 | 96 | 98 | 106 | 120 | 88
COc1cc([N+](=O)[O-])c(OC)cc1Cl | 94 | 82 | . | 91 | 105 | 104 | 109 | .
COc1ccc2nc(-c3ccc(Cl)cc3)cc(C(=O)O)c2c1 | 92 | 94 | 96 | 93 | 94 | 108 | 103 | 77
COc1cc(C#N)ccc1O | 96 | 90 | . | 97 | 102 | 104 | 114 | 96
C[C@H]1C(=O)C23CCC1C[C@@]21O[C@@H]2C(C)(C)C=CC(=O)C23COC1=O | 102 | 102 | 72 | 101 | 104 | 107 | 102 | 94
Fc1cc2[nH]ncc2c2c3c(c(-c4cn[nH]c4C(F)(F)F)nc12)CCCC3 | 11 | -30* | 1.3* | -1.8* | -35* | 26 | -20* | 8.3*
O=C(NCc1ccco1)c1ccc(C(=O)NCc2ccco2)cc1 | 87 | 79 | 100&100 | 101 | 99&91 | 112&102 | 107&102 | 98
O=C(N/N=C/c1cc2ccccc2n2nnnc12)Nc1ccccc1 | 101 | 87 | 103 | 100 | 95 | 102 | 98 | 101
NS(=O)(=O)c1ccc(N=NN(CCO)CCO)cc1 | 103 | 101 | 105 | 92 | 111 | 113 | 120 | 116
COC(=O)[C@@H]1CCCN1C(=O)C1=C(C)NC(=S)NC1c1cc(OC)c2c(c1)OCO2 (some centres undefined) | 94 | 94 | 102 | 93 | 93 | 102 | 93 | 79
CCOC(=O)C1=CSC2=NC(C)=CC(c3ccc(OC)c(OC)c3)N12 (centres undefined) | 90 | 93 | 99 | 102 | 97 | 106 | 93 | 97
Cc1nc([P+](c2ccccc2)(c2ccccc2)c2ccccc2)co1 | 87 | 53 | 67 | 102 | 49 | 70 | 44 | 26
COc1ccc2[nH]cc(/C=C3/C(=O)Nc4cc(Cl)ccc43)c2c1 | 63 | 70 | 61 | 84 | 65 | 63 | 64 | 80
O=C(Cc1ccc(Nc2ccnc(C(F)(F)F)c2)cc1)Nc1cc(Cl)ccc1O | 14 | 30 | 31 | 85 | 40 | 83 | 49 | 19
COc1ccc(C23CCC(=O)N2CCc2cncn23)cc1 (centres undefined) | 101 | 121 | 104 | 98 | 103 | 101 | 102 | 114

Compounds shown so far that have a COOH group (5):
SMILES | MOLT-4 | SR | CCRF-CEM | HOP-62 | K-562 | MDA-MB-435 | MDA-MB-468 | RPMI-8226
CC(CCN1C(=O)c2ccccc2C1=O)C(Br)C(=O)O (centres undefined) | 96 | 78 | 86 | 110 | 92 | 101 | 98 | 104
O=C(O)COc1ccc(F)c(Cl)c1 | 105 | 100 | 108 | 109 | 109 | 106 | 96 | 106
CCC(CC)n1c(=O)c(SC2=NC3C(NN2)N(CC)C(=O)N3CC)c(C(=O)O)c2ccccc21 (centres undefined) | 16 | 14 | 17 | 34 | 11 | 0.0* | 23 | 14
CC(=O)O[C@H]1C[C@@]2(C)[C@@H](C/C(=N\O)[C@H]3[C@@]4(C)CC/C(=N\O)[C@@H](C)[C@@H]4CC[C@@]32C)/C1=C(\CCC=C(C)C)C(=O)O | 99 | 108 | 113 | 103 | 97 | 100 | 96 | 106
COc1ccc2nc(-c3ccc(Cl)cc3)cc(C(=O)O)c2c1 | 92 | 94 | 96 | 93 | 94 | 108 | 103 | 77

Other results
SMILES | MOLT-4 | SR | CCRF-CEM | HOP-62 | K-562 | MDA-MB-435 | MDA-MB-468 | RPMI-8226
Cc1c(C)c([N+](=O)[O-])c(C(C)(C)C)c([N+](=O)[O-])c1C | 118 | 127 | 118 | 98 | 109 | 94 | 106 | 113
Cc1ncsc1/C=C1/C(=O)Nc2ccccc21 | 100 | 82 | 103 | 98 | 93 | 106 | 74 | 92
COC(=O)[C@@H](NS(=O)(=O)N(c1ccc(F)cc1)C1CCN(C(=O)c2ccc(F)cc2)CC1)C(C)C | 108 | 86 | 86 | 92 | 111 | 118 | 96 | 93
COc1cc(/C(C)=N/NC(=O)CSc2nc3ccccc3c(=O)n2CCc2ccc(S(N)(=O)=O)cc2)cc(OC)c1OC | 72 | 86 | 60 | 89 | 104 | 106 | 98 | 62
CCc1c2c(nc3ccc(OC(=O)NCc4ccc(B5OC(C)(C)C(C)(C)O5)cc4)cc13)-c1cc3c(c(=O)n1C2)COC(=O)[C@]3(O)CC | . | . | 20 | -5.7* | 11 | -35* | -34* | 10

Screening results: PubChem, NCI
